Screening data: PubChem BioAssay, Fisher Drug Discovery Resource Center
mcGAS MS inh – mouse cGAS inhibition by mass spec. Q8C6L5. recombinant mouse cGAS, cGAMP by RapidFire MS. inhibition, % at 12.5 µM. 0.18% of 130,000 active. AID 1259397;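 active = inhibition of cGAS enzyme activity at or above 60%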;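 note: enzyme stimulated by 45 bp dsDNA with ATP and GTP substrates; cGAMP share of summed cGAMP plus half ATP and half GTP signals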
Target sequence (Q8C6L5 whole entry, looked up): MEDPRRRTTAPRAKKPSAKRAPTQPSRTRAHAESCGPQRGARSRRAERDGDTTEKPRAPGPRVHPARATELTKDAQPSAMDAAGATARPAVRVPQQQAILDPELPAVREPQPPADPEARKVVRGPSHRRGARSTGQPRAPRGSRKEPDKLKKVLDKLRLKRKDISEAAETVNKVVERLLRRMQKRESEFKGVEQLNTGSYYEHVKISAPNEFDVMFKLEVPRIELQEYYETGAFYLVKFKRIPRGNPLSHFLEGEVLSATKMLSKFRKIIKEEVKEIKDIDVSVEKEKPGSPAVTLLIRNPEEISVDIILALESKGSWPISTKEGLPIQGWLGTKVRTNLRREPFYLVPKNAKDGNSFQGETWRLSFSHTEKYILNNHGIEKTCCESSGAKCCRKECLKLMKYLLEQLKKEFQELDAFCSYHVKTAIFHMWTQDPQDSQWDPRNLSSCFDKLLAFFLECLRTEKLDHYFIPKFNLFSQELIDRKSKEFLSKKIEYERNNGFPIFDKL
* marks the source's active call; other numbers are inactive results; & = joins results of further samples. These rows are one share of the data, so the mix of outcomes need not match the whole.

The opening 4 records, to show the layout:
SMILES,mcGAS MS inh
CSc1ccc(CN(C(=O)[C@H](N)c2ccccc2)C2CC2)cc1,5.4
O=c1c2c(cnn2-c2ccc(F)cc2)c(C2CC2)nn1CCc1ccccc1,-1.9
CC(C)(C)n1ncc2c(=O)n(NC(=O)c3ccc(Br)o3)cnc21,-3.7
O=C(NCC1CCCN(Cc2ccccn2)C1)c1ccc(-c2ccccc2)cc1 (centres undefined),-4.6

The list itself, repeating the preview:
SMILES,mcGAS MS inh
CSc1ccc(CN(C(=O)[C@H](N)c2ccccc2)C2CC2)cc1,5.4
O=c1c2c(cnn2-c2ccc(F)cc2)c(C2CC2)nn1CCc1ccccc1,-1.9
CC(C)(C)n1ncc2c(=O)n(NC(=O)c3ccc(Br)o3)cnc21,-3.7
O=C(NCC1CCCN(Cc2ccccn2)C1)c1ccc(-c2ccccc2)cc1 (centres undefined),-4.6
CCc1nc(NC(=O)CN2CCCN(Cc3ccc(Cl)cc3)CC2)sc1C,-9.0
COc1ccc(-n2nc3c(c2NC(=O)c2ccc(S(=O)(=O)N(C)C)cc2)CS(=O)C3)cc1 (centres undefined),-5.3
c1csc(-c2noc(CSc3ccc4ccccc4c3)n2)c1,2.3
CN(C(=O)CN1CCN(c2cc(-c3ccc(OCc4ccccc4)cc3)ncn2)CC1)c1ccccc1,-5.4
CCn1nc(C)c(S(=O)(=O)Nc2nc(C(C)C)cs2)c1C,-8.7
COc1ccc(C(C)(C)C)cc1NS(=O)(=O)c1cccc(C(C)=O)c1,-5.0
CCCCc1nnc(NC(C)=O)s1,-6.2
CCN(CCO)C(=O)CC1C(=O)NCCN1Cc1cccc(Oc2ccccc2)c1 (centres undefined),-17.1
O=C(O)c1cc2cc(Br)ccc2oc1=O,-4.5
Cc1ccc(C2(O)CCN(Cc3cc(C#CCO)cs3)CC2)nc1,-15.8
COc1ccc(NC(=O)C(Sc2ccc(F)cc2)C(C)C)cc1 (centres undefined),-10.2
CCOC(=O)N1CCC2(CC1)NCCc1[nH]cnc12,-3.4
CC(=O)N1Cc2ccccc2C(C)CC12CCCC2 (centres undefined),-46.4
COc1ccc(N2CC(c3nc(-c4ccc(OC)cc4OC)no3)CC2=O)cc1 (centres undefined),-9.9
O=c1cc(N2CCNCC2)oc2c(-c3ccccc3)cccc12,-18.0
C(=NNc1ncnc2sc3c(c12)CCCC3)c1ccncc1,0.8
CN(CCN1C(=O)CC2(CCSC2)C1=O)c1ccccc1 (centres undefined),-0.3
CCc1ccc(C2CCCN2S(=O)(=O)NCc2noc(C)n2)o1 (centres undefined),10.4
CCN(CCCNC(=O)Nc1ccc(F)c(F)c1)S(C)(=O)=O,-0.1
COc1cccc(C(O)c2ncc(-c3cccc(C(F)(F)F)c3)[nH]2)c1 (centres undefined),-5.6
CCn1nnc2c(NCCC(C)C)ncnc21,-13.3
Cc1cc(C(=O)C(C)n2cnc3c2c(=O)n(C)c(=O)n3C)c(C)n1Cc1ccco1 (centres undefined),0.0
S=C(Nc1ccc2c(c1)OCO2)Nc1ccccc1Cl,1.9
COc1ccc(C(C2Sc3nc(C)nn3C2=O)N2CCN(c3ccc(OC)cc3)CC2)cc1 (centres undefined),-2.9
CC(C)(C)NC(=O)CNC(=O)C(C)(C)Oc1ccc(C#N)cc1,-1.4
CC(C)(C)OC(=O)N1CCN(Cc2nc(C3CC3)cs2)CC1,-4.0
Cc1cc(C(F)(F)F)nc2[nH]c(=O)c3ccccc3c12,-6.5
CC1Cc2ccccc2N(C(=O)c2ccc(CNC(N)=O)cc2)C1 (centres undefined),-10.8
Cc1cccc(NC(=O)NC(=O)CN2CCc3sccc3C2)c1C,-3.8
CCCN1C(=O)C(=Cc2ccc(OC)c(OC)c2)NC1=S,-5.1
O=C(NCc1cccs1)NCc1nnnn1-c1ccc(F)c(F)c1,1.6
O=c1c2c(-c3ccccc3)n3ncnc3nc2ccn1Cc1cccnc1,-3.6
FC(F)Oc1ccc(C2CC(c3ccccc3)=Nc3nnnn32)cc1 (centres undefined),-1.6
CCOC(=O)c1ccc2c(c1)n(CC(O)c1cccc(F)c1)c(=O)n2CC (centres undefined),5.8
COc1ccc(-c2cc3ncn(CCC(N)=O)c(=O)c3s2)cc1,-0.9
Cc1cc(NC(=O)CN2CCN(S(=O)(=O)c3ccc(C(C)(C)C)cc3)CC2)no1,-5.6
CCn1nc(C)c(CNC(=O)c2ccc(N3CCCC3)c(F)c2)c1C,-11.7
CCc1ccc(CN(C)C(=O)c2cc(=O)c3ccccc3o2)nc1,-12.4
CN(CC(=O)N(C)C1CCN(CC2CCOC2)CC1)c1ccccc1 (centres undefined),0.1
Cc1cccc2c(-c3ccc(O)c(-c4ccno4)c3)c[nH]c12,-4.2
N#Cc1nc(Oc2ccc(-c3ccccc3)cc2)c(=O)[nH]c1C#N,4.5
CC1CC1CNC(=O)c1cc(S(N)(=O)=O)ccc1Br (centres undefined),-4.5
CN1CC2=C(C1=O)C(c1ccc(Br)cc1)NC(=O)N2 (centres undefined),-10.6
CC1c2ccsc2CCN1Cc1c(O)ccc2ccccc12 (centres undefined),-4.8
Cc1ccc(C)c(OCC(O)CN2C(=O)NC(C)(c3ccccc3)C2=O)c1 (centres undefined),-8.5
c1ccc(NCCn2cnc(-c3ccccc3)c2-c2ncc[nH]2)cc1,-28.0
COc1ccc(NC(=O)NC(c2ccccc2)c2ccccc2)cc1N1CCCC1=O,-3.0
O=C(O)c1ccccc1/C=C1\SC(=S)N(c2cccc(Cl)c2)C1=O,44.3
CCN(Cc1ccncc1)C(=O)C1CCC(=O)N(Cc2ccccn2)C1 (centres undefined),-3.1
C=c1occc1=C1NN=C(SCC(=O)N(CC(C)C)CC(C)C)O1,-2.2
COc1nc2ccccc2cc1CN1CCC(OCc2cccnc2)CC1,1.2
COc1ccc(CNC2CCCc3nc(N(C)C)ncc32)c(OC)c1 (centres undefined),-8.9
CC(Cc1ccsc1)NS(=O)(=O)CC1CCOCC1 (centres undefined),-1.2
Cc1ccc(N2CCCn3c2nc2c3c(=O)[nH]c(=O)n2C)cc1Cl,-6.5
CCOc1ccc(OCCCCOc2ccccc2C(C)=O)cc1,-4.7
COc1cc2c(cc1OC)C1(CCCC1)CNC2C (centres undefined),1.3

Further structures
SMILES,mcGAS MS inh
C#CCSc1nc(N)c2c3c(sc2n1)CCCC3,-2.7
O[C@H]1Cc2ccccc2[C@H]1Nc1nccc(CCC(F)(F)F)n1,-4.1
O=C1NCC2(CCCN(C(=O)c3ccccc3-c3ncc[nH]3)C2)O1 (centres undefined),-17.2
CNc1cccc(-c2ccc(S(C)(=O)=O)cc2)n1,-4.7
CN(Cc1cc(-c2ccccn2)no1)C(=O)C1(c2ccccc2F)CC1,-5.2
CCN1CCN(Cc2cn[nH]c2-c2ccc3cc(OC)ccc3c2)[C@@H](C)C1=O,-0.8
CN(C(=O)c1c[nH]c(=O)c(Cl)c1)c1cccc(OC(F)(F)F)c1,-19.1&-8.8
CCn1c(C)cc(C(=O)N2C[C@@H](N)C[C@H]2C(=O)NC(C)C)c1C,-7.7
O=[N+]([O-])c1ccc(C(c2ccccc2)c2ccccc2)cc1,-5.8
CCCN(CCC)CCc1cccc2c1CC(=O)N2,-10.0
Cc1nc(-n2nc(-c3ccco3)cc2NC(=O)CSCc2ccccc2)[nH]c(=O)c1C,17.3
c1coc(-c2ncc(-c3nccn3CCSc3cn[nH]n3)cn2)c1,-7.1
CN(C)C1CCCN(Cc2noc(-c3ccccc3)n2)CC1 (centres undefined),-17.5
CNc1ccc(-c2cccc(NS(C)(=O)=O)c2)cn1,-9.0
Cc1ccc(NC(=O)CCC2Cc3ccccc3NC2=O)cc1 (centres undefined),0.1
O=C(Nc1nnc(C2CC2)s1)C1CC1c1ccccc1C(F)(F)F (centres undefined),1.7
CCn1cnnc1CNC(=O)C1CC(=O)N(C)C1 (centres undefined),-6.0
N#CC1(C(=O)Nc2nc(-c3ccc(Cl)s3)cs2)CCCC1,-6.4
CC(=O)Nc1cccc(N=C2NN=C(C34CC5CC(CC(C5)C3)C4)CS2)c1,-5.1
CCCC(CCC)C(=O)Nn1cnc2c(cnn2C(C)(C)C)c1=O,-0.1
Cc1nc(COc2ccccc2C(=O)Nc2ccc(Cl)cc2C)cs1,-10.4
CC(C)CCOC(C)C(=O)N(C)C1CCS(=O)(=O)CC1 (centres undefined),-13.1
CCc1nc(CN(C)Cc2ccc3nsnc3c2)c(C)[nH]1,-18.1
CCCCC(C)=NNC(=O)c1cc(C)oc1C,-2.7
CC(C)C1CN(C(=O)CCn2cnnc2)CCC(=O)N1Cc1ccc(F)cc1 (centres undefined),-11.1
Cc1ccccc1NC(=O)Cc1csc(-n2cccc2)n1,-6.5
Cc1ccc2c(c1)CCCN2C(C(N)=O)c1ccc(F)cc1 (centres undefined),-2.8
COc1cccc(C(=O)Nn2cnc3c(cnn3-c3ccccc3)c2=O)c1OC,-4.5
Cc1ccc(S(=O)(=O)N(C)C)cc1N=CC(Br)=Cc1ccccc1,0.7
Fc1cccc(C2CCCN2CCc2ccncc2)c1 (centres undefined),-3.8
COc1ccc(NC(=O)CS(=O)Cc2cccc(C(N)=O)c2)cc1 (centres undefined),-3.1
CC(=O)Oc1ccccc1Cn1c(C)c(C(=O)Nc2ccc(C)cc2)sc1=O,0.3
CC(NCc1ccc(OCC(N)=O)cc1)c1ccccn1 (centres undefined),-3.0
CN1CCC(NCc2cc3c(cc2Br)OCO3)CC1,1.8
Cc1occc1-c1nnc(SCC(=O)c2ccc(Br)s2)n1C,-8.0
O=C(C1CCNCC1)N(Cc1ccccn1)CC1CCCO1 (centres undefined),-10.9
CC(C)Oc1ccc2c(=O)c(-c3ccccc3)coc2c1,10.1
Cc1nc(CCC(=O)OC2CCC2)oc1-c1ccc(Br)cc1,-8.0
CC1CN(C(=O)C(C)N2CCCN(c3nccs3)CC2)CC(C)O1 (centres undefined),-10.4&-8.2
CN(CCNC(=O)N1CCCC(CO)C1)C(=O)OC(C)(C)C (centres undefined),2.9
COc1cccc(C2CCCCN2Cc2nc(-c3ccc(F)c(OC)c3)oc2C)c1 (centres undefined),0.0
C=C(Cl)CN(C)Cc1cc(C(=O)OC)c(C)o1,-0.4
Fc1cccc(-c2nc3cc(N4CCOCC4)c(N4CCOCC4)cc3[nH]2)c1,2.8
O=C(OCc1nnc(-c2ccco2)o1)C1CC(=O)N(C2CCCC2)C1 (centres undefined),-10.8
Cc1c(-c2ccccc2F)[nH]c2ccc(CNS(=O)(=O)N3CCCC3)cc12,4.9
CCN(CCNc1ccc([N+](=O)[O-])cc1Cl)C(=O)c1ccc(C)cc1,-10.0
Cc1cc(C)c(S(=O)(=O)N2CCN(c3ccc(Nc4ccncc4)nn3)CC2)cc1C,-10.2
N#Cc1ccc(NC(=O)COC(=O)Cc2ccsc2)cc1,8.8
O=C(CNC1CC1)N1CCN(c2ccc(-c3ccc(Cl)cc3Cl)nn2)CC1,-3.4
CN(C)CC1(O)CCN(C(=O)COc2ccc3c(c2)OCO3)C1 (centres undefined),-22.5
CCOc1ccc(NC(=O)C2CC(=O)N(Cc3ccc(OC)cc3)C(=Nc3ccccc3)S2)cc1 (centres undefined),1.3
O=C(O)c1csc(-c2ccc(Br)s2)n1,3.1
S=C(NCCN1CCOCC1)NNC(=S)NC1CCCCC1,-3.0
CCOC(=O)C1=C(C)Nc2ncnn2C1c1ccc(F)cc1 (centres undefined),-0.3
O=S(=O)(NC1CC1)c1cccc(NS(=O)(=O)c2ccc(Cl)cc2F)c1,-6.5
CCN1CCCC(NC(=O)c2cc3ccccc3nc2N2CCCC2)C1 (centres undefined),-10.8
FC(F)(F)c1cc(Cl)c2nc(-c3cccc(Br)c3)cn2c1,-5.1
Cc1ccc(C(C)NC(=O)N(Cc2ccc(O)cc2)CC2CC2)o1 (centres undefined),-11.7
Cc1ccccc1C1=NOC2CN(c3cnc4ccccc4n3)CC12 (centres undefined),-3.8
O=C(CC1C=CCC1)Nc1cccc(COc2ccc3c(c2)OCO3)c1 (centres undefined),-6.7

Continued:
SMILES,mcGAS MS inh
COc1ccc(-c2cnn(C(C)(C)C(=O)Nc3cc(C(C)(C)C)nn3C)c2)cc1OC,4.0
O=C1NC(=O)C2NC=NC2N1 (centres undefined),-11.9
O=C1C=CC=C2C3CC(CC12)CN(c1nc(Cl)nc(NCc2ccco2)n1)C3 (centres undefined),12.8
Cc1cc(F)ccc1S(=O)(=O)N1CCC2(CCCNC2)C1 (centres undefined),0.7
CC(OC(=O)CN(C)c1ccc(C#N)cn1)C(=O)Nc1c(F)cccc1F (centres undefined),-2.2
CCCC(=O)C1=C(c2ccc(OC)cc2)N(C(=O)CCC)n2c(CC)nnc2S1,-1.1
Cc1nc(S(=O)(=O)Oc2ccccc2C(F)(F)F)cn1C,-4.4
CC(C)c1ccc(CC(=O)N2CCC2(C)C(=O)N2CCCCC2)cc1 (centres undefined),-11.9
COC(=O)c1cc(OC)cc(C(=O)N2CCCC3(CC2)CNC(=O)O3)c1 (centres undefined),9.2
O=c1[nH]c(=O)n(Cc2cccc(OC(F)F)c2)cc1Cl,-15.8&-4.9
COC(=O)c1ccccc1-c1ccc(NC(=O)C2C3CC4OC(=O)C2C4C3)cc1 (centres undefined),-4.2
Cc1ccc(C2c3c(n(C)c(=O)n(C)c3=O)N=C3COC(=O)C32)cc1 (centres undefined),-9.1
